Source: PubChem (National Center for Advancing Translational Sciences (NCATS))
DNA Pol III inh: blocks replication by bacterial DNA polymerase III holoenzyme; AID 603; 71,000 tested, 0.25% active; Potency, µM (top dose mostly 57.1 µM), without a hit: top-dose activity change, negative = inhibition; reconstituted DNA polymerase III holoenzyme replication, biochemical; further: potency means the concentration at half of the fitted maximal effect; on the % scale 0 is the no-effect control and ±100 the full control effect
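Reconstituted *E. coli* holoenzyme (0.35 nM Pol III, 1 nM beta, 154 nM SSB, 2 nM primase) was preincubated with compound for 15 min at RT. Synthesis on 1.4 nM ssM13Gori ran 35 min, then was stopped with PicoGreen/EDTA and read as dsDNA fluorescence.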
ERK AVP block: vasopressin-driven ERK pathway inhibition; HEK293-V1b, vasopressin-stimulated pERK AlphaScreen; Potency, µM (highest dose often 57.5 µM), inactives show at the top dose activity, negative = inhibition, hits mostly inhibitors; 72,000 tested, 0.99% active; further: potency means the concentration at half of the fitted maximal effect; on the % scale 0 is the no-effect control and ±100 the full control effect; nearly all actives have a fitted effect of over 55% in size
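V1b-HEK293 cells; cpd 30 min 37C; 25 nM vasopressin 5 min; lyse 10 min; AlphaScreen beads 5 hr RT. Normalized to DMSO basal and 25 nM vasopressin; AC50 by Hill fit.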
CRE Fsk mod: alters forskolin-stimulated CRE reporter signaling in CHO cells. CHO CRE-bla reporter (cAMP response element driving beta-lactamase), forskolin EC10, beta-lactamase ratio. Potency, µM (titrated, usually from 38.2 µM), inactives show at the top dose activity change, negative = inhibition, most hits filed as activators. 71,000 tested, 2.5% active. AID 662; active means well fitted activation curve with a large enough effect in the signal ratio, with a control signal flat, not every such curve was filed as active; inconclusive means small, poorly fitted or top-dose-only effect, or effect the other way, or a change in a side signal; the % refers to the signal ratio; further: potency means the concentration at half of the fitted maximal effect; % of control where 0% means no effect
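AC50 values, positive or negative, reflect shifts in EC10 NKH 477-induced CRE-bla reporter activity in CHO cells. Incubation lasted 3 h at 37 °C before CCF4 substrate (2 h, room temperature) and ratiometric 460/530 nm reading.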
15-hLO inh: inhibitors of human 15-lipoxygenase (ALOX15). P16050. purified 15hLO-1, xylenol orange hydroperoxide absorbance. Potency, µM (top dose mostly 57.1 µM), without a hit: top-dose activity change, negative = inhibition, hits mostly inhibitors. 74,000 tested, 1.4% active. AID 887; further: potency means the concentration at half of the fitted maximal effect; on the % scale 0 is the no-effect control and ±100 the full control effect; nearly all actives have a fitted effect of over 55% in size
Target sequence (P16050 whole entry, looked up): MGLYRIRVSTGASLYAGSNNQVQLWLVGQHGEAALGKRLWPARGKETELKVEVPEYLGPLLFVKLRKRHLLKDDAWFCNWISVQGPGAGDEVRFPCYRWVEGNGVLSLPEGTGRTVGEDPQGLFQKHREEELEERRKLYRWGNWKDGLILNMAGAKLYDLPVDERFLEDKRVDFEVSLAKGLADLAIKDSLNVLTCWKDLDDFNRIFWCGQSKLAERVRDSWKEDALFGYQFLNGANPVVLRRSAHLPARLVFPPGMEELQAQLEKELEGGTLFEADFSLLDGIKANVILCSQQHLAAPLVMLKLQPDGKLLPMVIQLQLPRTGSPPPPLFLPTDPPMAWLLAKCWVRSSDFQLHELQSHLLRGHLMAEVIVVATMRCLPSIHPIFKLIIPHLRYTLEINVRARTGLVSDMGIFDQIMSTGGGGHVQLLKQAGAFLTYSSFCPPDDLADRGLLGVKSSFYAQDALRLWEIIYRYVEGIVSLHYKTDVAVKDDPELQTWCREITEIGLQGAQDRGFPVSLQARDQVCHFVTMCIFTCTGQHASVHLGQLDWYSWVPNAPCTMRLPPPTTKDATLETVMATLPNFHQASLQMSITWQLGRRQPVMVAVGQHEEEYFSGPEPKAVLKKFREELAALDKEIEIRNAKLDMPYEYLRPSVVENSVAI
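40 nM 15hLO-1 + cpd, 15 min RT; start w/ 50 uM AA (final), 6 min RT; stop/detect w/ 200 uM XO + 300 uM Fe(II) in 50 mM H2SO4, 30 min; A573/A405. Buffer 25 mM Hepes pH 7.5, 0.01% Triton X-100. No-enzyme wells as negative control.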
FLuc inh: blocks Photinus pyralis firefly luciferase activity; P08659; purified firefly luciferase, luminescence, 8 min; Potency, µM (top dose mostly 57.1 µM), without a hit: top-dose activity change, negative = inhibition, usual class: inhibitors; 72,000 tested, 2.2% active; AID 411; further: potency means the concentration at half of the fitted maximal effect; on the % scale 0 is the no-effect control and ±100 the full control effect; nearly all actives have a fitted effect of over 40% in size
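qHTS concentration-response profiling: light output of P. pyralis luciferase with luciferin and 10 uM ATP, imidazole buffer pH 7.2. Read by luminescence after 8-min room-temperature incubation.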
GFP derepression: derepresses silenced GFP locus in mouse C127i cells; mouse C127i GFP locus derepression, cytometry, 30 h; Potency, µM (highest dose often 46.1 µM), for the others: at the highest dose GFP derepression (activation); 68,000 tested, 0.09% active; AID 597; further: % of control where 0% means no effect
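Murine C127i mammary cells carrying a silenced, stably integrated CMV-driven GFP reporter were treated with compound for 30 hours at 37 C. After PBS washes, GFP-positive cells were counted by laser-scanning microplate cytometry.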
HADH2 inh: HADH2 (human) dehydrogenase inhibition; Q99714; recombinant HADH2, NADH fluorescence, beta-hydroxybutyryl-CoA; Potency, µM (doses to about 57.1 µM), inactives show at the highest dose activity change, negative = inhibition, actives largely listed as inhibitors; 73,000 tested, 3.4% active; further: potency means the concentration at half of the fitted maximal effect; on the % scale 0 is the no-effect control and ±100 the full control effect; nearly all actives have a fitted effect of over 60% in size; many of its hits are not listed in these tables
Target sequence (Q99714 whole entry, looked up, one chain of several): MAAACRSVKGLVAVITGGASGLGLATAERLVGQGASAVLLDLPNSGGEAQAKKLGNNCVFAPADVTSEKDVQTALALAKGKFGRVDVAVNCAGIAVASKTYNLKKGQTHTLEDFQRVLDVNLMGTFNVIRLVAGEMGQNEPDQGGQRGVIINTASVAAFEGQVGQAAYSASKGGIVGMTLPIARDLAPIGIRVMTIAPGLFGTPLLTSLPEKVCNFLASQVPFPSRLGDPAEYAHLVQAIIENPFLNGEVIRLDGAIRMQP
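His-tagged recombinant enzyme from E. coli, 20 nM, preincubated 15 min RT with compound; reaction started with 1 mM NAD+ and 90 uM beta-hydroxybutyryl-CoA in 100 mM Tris-HCl pH 9.0. NADH fluorescence (ex 360/em 450) read over 4 min; last-minus-first difference.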
UbGFP stabilizer: ubiquitin-GFP accumulation via proteasome inhibition; 67,000 tested, under 10 active; Potency, µM (top dose mostly 45.9 µM), inactives show at the top dose activation (GFP accumulation), actives largely listed as activators; Ubiquitin-GFP reporter cells, proteasome inhibition, GFP fluorescence; response scale: untreated = 0%, 10 µM MG-132 = 100%; active means well fitted activation curve with a large enough effect, not every such curve was filed as active; inconclusive means small, poorly fitted or top-dose-only effect, or another doubt; inactive means no such curve, though single readings can be large or run the other way; further: potency means the concentration at half of the fitted maximal effect
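GFP accumulation read-out: laser plate cytometry counting ubiquitin(G76V)-GFP-expressing U2OS cells after 4 hr compound exposure at 37 °C. Titrations spanned 46 uM to 2.9 nM; 0% = basal, 100% = 10 uM MG-132; concentration-response curves fitted.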
Hsp90 Hop PPI: changes Hsp90-Hop TPR2A binding signal, up or down | AlphaScreen TPR2A-His6 binding biotin-Hsp90 C-terminal peptide | Potency, µM (titrated, usually from 57 µM), for the others: top-dose activity change, negative = inhibition | 71,000 tested, 0.44% active | AID 595; active means well fitted curve in either direction with a large enough effect; inconclusive means small, poorly fitted or top-dose-only effect, or another doubt; further: potency means the concentration at half of the fitted maximal effect; on the % scale 0 is the no-effect control and ±100 the full control effect; many of its hits are not listed in these tables
HBB splice mod: modulators of hemoglobin beta chain splicing; HBB splicing reporter cell assay, activation; EGFP reporter with mutant IVS2-654 intron; response scale: normalised to 500 nM splice-correcting PNA; Potency, µM (series often up to 46.1 µM), inactives show top-dose activation, most hits filed as activators; 65,000 tested, 0.06% active; further: potency means the concentration at half of the fitted maximal effect; 0% is about no effect
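HeLa cells stably expressing EGFP interrupted by mutant beta-globin intron 2 (IVS2-654), 500/well in 2% FCS. Treated with compound for 2 days at 37C. Splicing correction scored as total well GFP intensity (488 nm excitation, 500-520 nm emission); 500 nM antisense PNA served as control.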
Tau fil binding: binds recombinant human tau filaments; recombinant tau filaments, thioflavin S fluorescence, 15 h; filaments grown with octadecylsulfate alongside compound; Potency, µM (titrated, usually from 57.1 µM), for inactives: at the top dose activity change, negative = inhibition; 71,000 tested, 2% active; AID 596;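 further: potency means the concentration at half of the fitted maximal effect; on the % scale 0 is the no-effect control and ±100 the full control effect; actives lower thioflavin S fluorescence by blocking filaments or displacing dye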
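His-tagged recombinant human tau (exons 2, 3 and 10 included), 1 uM, was induced to fibrillize by 30 uM sodium octadecylsulfate with compound present. After 15 h at 37 C, thioflavine S fluorescence (ex 450, em 510 nm) was read.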
The depositor's hits bear a star; ? = inconclusive; . = not tested or not shown; [ ] = dose if it differs, or a comment. Unless noted, the call rests on the fitted dose curve; in most records, active means well fitted curve in the direction sought with a large enough effect; inconclusive means small, poorly fitted or top-dose-only effect, or another doubt; inactive means no such curve, though single readings can be large; an effect the other way counts as inactive or inconclusive. An excerpt; rates above refer to the full screens.

Preview, two compounds:
SMILES | DNA Pol III inh | ERK AVP block | CRE Fsk mod | 15-hLO inh | FLuc inh | GFP derepression | HADH2 inh | UbGFP stabilizer | Hsp90 Hop PPI | HBB splice mod | Tau fil binding
Cc1ccccc1C(=O)c1cccn1CC(=O)NCc1ccco1 | 0% | 3% | ? | -3% | 4% | 0% | -4% | -5% | -16% | -1.3% | -3%
COc1ccc(N2C(=O)CSC23C(=O)N2CCCc4cccc3c42)cc1 (centres undefined) | -3% | -1% | -3% | 2% | -1% | 2% | -6% | -5% | -4% | 2.9%[0.369 µM] | -1%

The listing, from the start:
SMILES | DNA Pol III inh | ERK AVP block | CRE Fsk mod | 15-hLO inh | FLuc inh | GFP derepression | HADH2 inh | UbGFP stabilizer | Hsp90 Hop PPI | HBB splice mod | Tau fil binding
Cc1ccccc1C(=O)c1cccn1CC(=O)NCc1ccco1 | 0% | 3% | ? | -3% | 4% | 0% | -4% | -5% | -16% | -1.3% | -3%
COc1ccc(N2C(=O)CSC23C(=O)N2CCCc4cccc3c42)cc1 (centres undefined) | -3% | -1% | -3% | 2% | -1% | 2% | -6% | -5% | -4% | 2.9%[0.369 µM] | -1%
CC1CC(C)(C)NC(=S)S1 (centres undefined) | -8% | -19% | ? | -9% | 1% | -1% | -75% | -2% | -4% | 1.8% | 0%
CCOC(=O)c1sc2nccc(N(C)C)c2c1N=CN(C)C | 0% | -7% | -3% | -15% | 1% | 0% | 46%[activator] | ? | -1% | -0.1% | -2%
O=C(CCCn1c(=O)c2sccc2n(Cc2cc(=O)n3ccccc3n2)c1=O)NCc1ccco1 | 7% | -11% | 9% | 4% | 4% | . | ? | 11% | ? | 0.5% | -16%
COc1ccc(CN2C(=O)CCC2(C)C(=O)NC2CCCCC2)c(OC)c1 (centres undefined) | -1% | 7% | ? | 5% | -1% | 7% | 2% | 5% | -5% | -2.4% | -2%
CCCCOc1ccc(OCCNS(=O)(=O)N(C)C)cc1 | -10% | -3% | 7% | -6% | 5% | -2% | 0% | 1% | 5% | -0.1%[57.5 µM] | -6%
CC(=O)Nc1ccc(OCC=C(Cl)Cl)cc1 | -7% | -14% | 5% | 2% | 0% | -2% | -10% | 10% | 0% | 0.6%[9.22 µM] | 5%
CCN(CC)CCNC(=O)Cc1nn(CC)c(=O)c2ccccc12 | -2% | 2% | 1% | -8% | -1% | 0% | -5% | -3% | 4% | 0.9% | 7%
CCOC(=O)c1ccc2c(c1)n(CCO)c(C)[n+]2CC | -7% | -9% | 1% | -8% | -1% | 0% | 0% | 5% | 2% | . | 0%
CC(=O)O[C@@H]1CC[C@]2(C)C(=C[C@@H]([C@@H]3C=C4C[C@@H](OC(C)=O)CC[C@]4(C)C4=C3[C@H]3C[C@@H]5O[C@@]6(CC[C@H](C)CO6)[C@@H](C)[C@@H]5[C@@]3(C)CC4)C3=C2CC[C@@]2(C)[C@H]4[C@@H](C)[C@]5(CC[C@H](C)CO5)O[C@@H]4C[C@H]32)C1 | -2%[11.4 µM] | 16%[11.5 µM] | -7%[7.6 µM] | -18%[11.4 µM] | -1%[11.4 µM] | -2%[9.22 µM] | 7%[11.4 µM] | 0%[9.17 µM] | -6%[11 µM] | -1.3%[9.22 µM] | 6%[11.4 µM]
O=C(O)CCC(=O)NCCn1c(-c2ccccc2)csc1=Nc1ccccc1 | -2% | 10% | ? | 3% | 2% | 0% | 1% | 1% | -8% | -3.7% | 6%
CS(=O)(=O)N1CCC(C(=O)Nc2cccc(C(F)(F)F)c2)CC1 | -4% | 33% | -2% | 15% | 3% | 1% | 7% | 7% | -1% | . | -12%
CC(=O)N1CC2(CC2)CC1c1ccccc1 (centres undefined) | 0% | 5% | 3.2µM* | . | . | . | 3% | . | 0% | 1.8% | 6%
CCn1c(SCC(=O)NCCc2ccccc2)nnc1-c1cccs1 | -6% | 13% | -4% | -3% | 1% | 1% | 0% | -4% | 1% | -0.9% | 10%
CCCn1c(SCC(N)=O)nnc1-c1ccco1 | -3% | -14% | 1% | 9% | 1% | 0% | 6% | 2% | -1% | 1.3% | 7%
CCOC(=O)c1c(N)sn(-c2ccccc2)c1=S | -1% | -23% | ? | -1% | -12% | 0% | -5% | 2% | ? | -4.2% | 2%
COc1ccc(S(=O)(=O)NCC2CCC(C(=O)N3CCC4(CC3)OCCO4)CC2)cc1 (centres undefined) | -4% | 14% | 2% | 0% | 0% | 2% | 0% | -12% | -2% | -1.9% | 2%
CCCCCn1c(SCCC(C)C)nc2c1c(=O)[nH]c(=O)n2C | -4% | -29% | ? | -21% | 2% | 0% | ? | 3% | -3% | . | 27%
CN1CC[C@H](CN2c3ccccc3Sc3ccccc32)C1 | -3%[11.4 µM] | 7%[11.5 µM] | 0%[7.6 µM] | 5%[11.4 µM] | 5%[11.4 µM] | 0%[9.22 µM] | 11%[11.4 µM] | -6%[9.17 µM] | -1%[11 µM] | 5.2%[9.22 µM] | 4µM*
CCCN(c1ccc(OCC)cc1)c1ncnc2nc[nH]c12 | -2% | . | 13% | 4% | -3% | . | -17% | -5% | 3% | -0.6% | 35%
COC(=O)c1cccc(Nc2nc3ccccc3nc2C)c1 | 4% | 25µM* | ? | -5% | 2% | 6% | -5% | 12% | 20% | 0.7% | 40%
O=C(CSc1nnnn1C1CCCCC1)NCc1ccc2c(c1)OCO2 | -6% | -8% | 2% | 3% | 3% | -2% | 4% | -2% | 1% | . | 0%
COC(=O)c1ccccc1NC(=O)C12CCC(C)(C(=O)O1)C2(C)C (centres undefined) | -1% | 23% | ? | -1% | 2% | 4% | 27% | 0% | ? | -0.1% | -14%
Cc1cc(C(=O)NC2CCCC2)on1 | -5% | -1% | -6% | 5% | 2% | -5% | -4% | 0% | -2% | -0.2% | 4%
COc1ccc(CCNC(=O)Cn2cnc3c2c(=O)n(C)c(=O)n3C)cc1OC | -1% | 4% | 9% | 2% | 1% | -2% | 6% | 9% | 5% | -4.8% | -5%
CCOc1ccc(C(=O)CCN2CCCCC2)cc1 | -3% | -1% | -19% | 2% | -1% | 0% | -2% | 1% | ? | . | 2%
O=C(C1CCC1)N1CCc2cc(S(=O)(=O)NCc3ccco3)ccc21 | 0% | -5% | ? | 0% | -1% | 1% | 6% | ? | 0% | -0.9% | -2%
CCCn1c(CNC(=O)c2ccccc2)nc2ccccc21 | 1% | -11% | -4% | 9% | 1% | 6% | 6% | 2% | -1% | 1.4%[57.5 µM] | -14%
CC1CCCCN1C(=O)CSc1nc2cc3c(cc2c(=O)n1Cc1ccc2c(c1)OCO2)OCO3 (centres undefined) | 3% | -18% | 4% | 0% | 5% | 2% | 1% | 4% | -4% | 2.6%[0.369 µM] | 5%
C[C@H]1CC[C@H](C(=O)O)N[C@@H]1c1ccc(C#Cc2ccccc2)cc1 | . | 27%[11.5 µM] | . | -4%[11.4 µM] | -2%[11.4 µM] | . | 4%[11.4 µM] | . | . | 4.8%[9.22 µM] | .
CCn1c(=O)c(C(=O)Nc2cccnc2)c(O)c2ccccc21 | 1% | 14% | 14% | 14% | -1% | 1% | 7% | 6% | -3% | -0.3%[57.5 µM] | 9%
CCC(=O)Nc1ccc(N2CCN(Cc3ccccc3F)CC2)cc1 | -2% | 0% | 6% | 7% | -1% | 5% | 10% | -1% | -5% | 0.1%[57.5 µM] | 3%

Full records from above. Screens in order: DNA Pol III inh | ERK AVP block | CRE Fsk mod | 15-hLO inh | FLuc inh | GFP derepression | HADH2 inh | UbGFP stabilizer | Hsp90 Hop PPI | HBB splice mod | Tau fil binding
Shown for `CCCCCn1c(SCCC(C)C)nc2c1c(=O)[nH]c(=O)n2C` : -4% | -29% | ? | -21% | 2% | 0% | ? | 3% | -3% | . | 27%
Shown for `COC(=O)c1ccccc1NC(=O)C12CCC(C)(C(=O)O1)C2(C)C` (centres undefined) : -1% | 23% | ? | -1% | 2% | 4% | 27% | 0% | ? | -0.1% | -14%
